# NPR2 activator: GC-B (human) receptor activation; P20594; HEK293-GC-B cells, CNP EC30, cGMP TR-FRET; 0% at EC30 CNP, 100% saturating CNP; activation, % at 10 µM; 0.11% of 370,000 active;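 active = activation at 10 µM reaching about 35% in either raw or pattern-adjusted values, limit read from the data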
# ASAP1 inh: inhibitors of human ASAP1 ArfGAP activity. ASAP1-stimulated ARF1 GTP hydrolysis, GDP FP detection. 0.19% of 360,000 active. Q9ULH1. inhibition, % at 16.5 µM; in the data active = inhibition above about 25%;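 also: 0% = vehicle with enzyme and substrate and 100% = no enzyme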
# FXN GAA850 act: increases GAA850 frataxin promoter reporter activity. HEK293 lucGAA850 FXN promoter luciferase reporter, 24 h; percent of 10 µM SAHA response. 0.56% of 360,000 active. activation, % at 6 µM;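 active = activation above the average of all compounds screened plus 3 SD, cutoff fixed separately per campaign, cut at about 7.5% in these data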;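 also: 0% = DMSO wells and 100% = 10 µM SAHA wells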
# ADAM10 inh: inhibitors of human ADAM10; 0.62% of 370,000 active; inhibition, % at 7 µM; recombinant ADAM10, EDANS/DABCYL FRET peptide cleavage, 3 h; O14672;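 active = inhibition above a per-campaign cutoff equal to the mean of compounds falling between control-based bounds plus 3 SD, cut at about 20% in these data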;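 also: 0% = DMSO wells while the 100% control is not disclosed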
# proKLK7 act: activators of human kallikrein-7 zymogen | purified proKLK7, EDANS-DABCYL substrate fluorescence; 100% is mature enzyme control, 0% vehicle | P49862 | AID 652039 | 0.9% of 370,000 active | activation, % at 7 µM;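 active = activation above the mean of all tested compounds plus 3 SD, computed per campaign excluding outliers beyond control limits, cut at about 13% in these data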
# Target sequence (P49862 whole entry, looked up): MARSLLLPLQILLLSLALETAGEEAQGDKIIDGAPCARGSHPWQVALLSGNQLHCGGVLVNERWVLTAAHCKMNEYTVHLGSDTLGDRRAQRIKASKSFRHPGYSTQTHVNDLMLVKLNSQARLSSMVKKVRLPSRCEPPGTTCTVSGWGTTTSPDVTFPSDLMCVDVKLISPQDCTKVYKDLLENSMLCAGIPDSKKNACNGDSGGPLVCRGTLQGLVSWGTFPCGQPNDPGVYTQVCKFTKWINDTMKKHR
# Tn6 DDE FP: inhibitors of Tn6 peptide binding to human fibrin DD(E); 0.21% of 370,000 active; Fibrin DD(E) TRITC-Tn6 fluorescence polarization displacement; AID 720509; inhibition, % at 8.3 µM; P02675;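 active = inhibition above a per-campaign cutoff: mean of compounds within control limits plus 3 SD, cut at about 15% in these data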;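 also: 0% = median of all compound wells on the plate and 100% = blocking peptide control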
# Target sequence (P02675 whole entry, looked up): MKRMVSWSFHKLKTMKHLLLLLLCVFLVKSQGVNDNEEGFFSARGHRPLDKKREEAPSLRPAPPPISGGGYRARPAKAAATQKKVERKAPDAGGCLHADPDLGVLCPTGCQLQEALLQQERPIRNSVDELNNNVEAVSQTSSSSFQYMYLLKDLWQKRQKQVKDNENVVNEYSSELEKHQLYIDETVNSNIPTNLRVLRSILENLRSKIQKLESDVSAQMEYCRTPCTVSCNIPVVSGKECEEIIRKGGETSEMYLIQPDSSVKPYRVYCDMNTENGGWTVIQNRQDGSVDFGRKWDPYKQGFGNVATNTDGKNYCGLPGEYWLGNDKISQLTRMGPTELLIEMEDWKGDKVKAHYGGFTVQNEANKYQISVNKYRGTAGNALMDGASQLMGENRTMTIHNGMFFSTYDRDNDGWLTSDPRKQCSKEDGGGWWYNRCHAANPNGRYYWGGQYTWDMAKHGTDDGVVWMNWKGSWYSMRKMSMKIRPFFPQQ
# rCAG binder: r(CAG) repeat RNA binding; TO-PRO-1 dye displacement fluorescence; inhibition, % at 3 µM; 1.3% of 370,000 active;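 active = inhibition above the plate cutoff, the mean of all test compounds on that plate plus 3 SD, cut at about 35% in these data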;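 also: 0% = DMSO alone and 100% = 100 µM mitoxantrone as full dye displacement; higher means more dye released from RNA so lower well fluorescence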
# GC-A act: GC-A (human) enzyme activation. P16066. HEK293 GC-A cells, cGMP TR-FRET, EC30 ANP; 0% at EC30 ANP, 100% saturating ANP. activation, % at 10 µM. 0.14% of 370,000 active; in the data active = activation above about 40%
# HGIII-sPLA2 inh: Blocks human group III sPLA2 activity; inhibition, % at 12.2 µM; QFRET BODIPY PC-A2 liposome hydrolysis, fluorescence; AID 743126; Q9NZ20; 0.56% of 370,000 active;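 active = inhibition above mean plus 3 SD of compounds lying within the high and low control bounds, cut at about 19% in these data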;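 also: 0% = median of test compound wells and 100% = no enzyme DMSO wells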
# ARFGAP1 inhibitor: inhibitors of rat ARFGAP1. Q62848. Arfgap1-stimulated ARF1 GTP hydrolysis, GDP FP detection. inhibition, % at 16.5 µM. 0.26% of 360,000 active. AID 651572;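 active = inhibition above a per-plate limit, mean inhibition of low control wells plus 3 SD, cut at about 25% in these data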;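 also: 0% = DMSO wells with enzyme and 100% = wells lacking Arfgap1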
# Target sequence (Q62848 1-136 limits assumed): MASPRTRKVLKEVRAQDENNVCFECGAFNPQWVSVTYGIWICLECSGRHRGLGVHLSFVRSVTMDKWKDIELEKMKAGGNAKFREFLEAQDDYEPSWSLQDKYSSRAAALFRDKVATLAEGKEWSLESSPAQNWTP
#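 Replicates: Single well per compound | Assay system: Truncated rat Arfgap1 GAP domain | Control set: No-Arfgap1 wells (100%) versus DMSO full-reaction wells (0%) | Times: Enzyme reaction 120 min at 25 °C after 20 min preincubation | Reagent: Human ARF1(Δ1-17)-GTP substrate | Measured by: Tracer-displacement fluorescence polarization with EDTA stop, 620/688 nm | Measure: Percent inhibition of Arfgap1-stimulated GTP hydrolysis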
# * hit, by the source's call; x = not tested or not shown.
Structure	NPR2 activator	ASAP1 inh	FXN GAA850 act	ADAM10 inh	proKLK7 act	Tn6 DDE FP	rCAG binder	GC-A act	HGIII-sPLA2 inh	ARFGAP1 inhibitor
CN(CC(=O)Nc1ccc(Cl)c(C(F)(F)F)c1)C(=O)c1cccc2cccnc12	-1	1	-0.3	-12	-1.0	-3	0	-3	1	1
COc1ccc(-n2nc(C(=O)Nc3nc4ccc(OC)cc4s3)c3ccccc3c2=O)cc1	-10	0	-1.6	-2	-1.1	0	7	0	7	-3
CCOC(=O)c1cc(-c2ccccc2C)n(CC2CC(c3ccc(OC)cc3)=NO2)n1 (configuration not stated)	2	-2	-0.7	23*	0.4	-5	-8	-1	-17	11
CCOc1ccc(CCNC(=O)C2CCCN(c3nnc(-n4cccc4)s3)C2)cc1OCC (configuration not stated)	3	-7	2.7	-9	-0.2	1	-2	-4	5	-8
COCCN1C(=O)C(=O)/C(=C(/O)c2cccc(S(=O)(=O)N(C)C)c2)C12C(=O)N(C)c1ccccc12 (configuration not stated)	2	3	-0.6	-4	0.7	-1	6	-1	1	1
CCn1c(SCC(=O)Nc2cccc(F)c2)nc2c(c1=O)SC(C)C2 (configuration not stated)	-5	10	-3.1	-14	-0.1	5	1	-4	6	-1
COc1ccc(C)cc1NC(=O)C(Sc1nnc(Nc2cc(C)ccc2OC)s1)c1ccccc1 (configuration not stated)	6	13	-0.8	7	-0.9	5	11	-1	-9	-11
COc1ccccc1C(=O)COC(=O)C(CCSC)NC(=O)COc1ccccc1 (configuration not stated)	2	7	-1.7	-2	0.5	8	-4	1	-5	-5
CCn1c(SCC(=O)NCc2ccccc2)nnc1-c1ccccc1O	1	2	-2.6	1	0.6	-6	-4	-4	3	-4
OCCN=Cc1c(O)[nH]c2ccccc12	-2	-8	-0.8	3	0.3	-10	0	-5	6	6
N#Cc1cnn(-c2cccc(Cl)c2)c1-n1cccc1	-1	5	-1.2	6	-0.2	-1	-5	1	13	3
CON/C=C(\C=Nc1ccc(Cl)cc1Cl)c1ncc(C(F)(F)F)cc1Cl	2	8	-0.7	1	0.1	-1	-2	3	-3	10
Cc1ccc(C(=O)Nc2ccc(S(=O)(=O)N3CCN(C)CC3)cc2)cc1	2	-7	0.5	-3	0.2	-3	0	0	-6	-3
CCn1c(CC(=O)Nc2ccccc2Cl)nnc1SCC(=O)NC1CCCC1	1	4	2.2	-6	0.1	3	-3	-4	0	11
CC(C)(C)Nc1nc2nonc2nc1NC(C)(C)C	x	10	1.8	-12	0.8	2	0	x	12	10
O=c1[nH]nc2c3ccccc3cnn12	-6	8	-0.2	7	0.1	-4	0	0	-1	-1
CCc1ccc(C(=O)CSc2nnc(C)c(=O)[nH]2)cc1	2	-10	1.0	5	-0.6	-7	2	7	-2	-1
COc1ccc2oc(=O)c(C(=O)NCc3ccc(C)cc3)cc2c1	9	3	-1.2	-227	-9.3	5	-5	-4	1	-3
CCC(C)(C)n1nnnc1C(c1cc2ccc(OC)cc2[nH]c1=O)N1CCN(C2CCCCC2)CC1 (configuration not stated)	1	-5	-1.1	-81	0.7	3	5	2	-14	-6
O=C(CCN1CCN(S(=O)(=O)c2ccc(F)cc2)CC1)Nc1ccccc1F	2	-6	0.4	-13	-0.1	1	-4	-2	-4	1
COC(=O)c1cnn(-c2ccc(F)cc2F)c1/C=N/NC(=S)NC(C)(C)C	12	4	0.9	3	0.5	-1	-10	16	8	-8
CCc1cccc(NC(=S)Nc2ccc(CN3CCOCC3)cc2)c1	6	8	-1.8	6	0.4	-3	-3	0	1	8
CC(C)OC(=O)CSc1nc(N2CCOCC2)c2c(c1C#N)CC(C)(C)OC2	22	-1	-2.0	-7	0.6	-1	-8	14	-2	-11
CC(C)Cc1nn2c(=O)cc(CSCC(=O)Nc3ccccc3F)nc2s1	7	0	0.8	7	-0.1	-15	-3	0	2	-5
CCOC(=O)Cn1nc(C)c(NC(=O)COc2ccc([N+](=O)[O-])cc2)c1C	1	3	-0.1	5	0.1	-1	0	-4	-9	-3

# Complete entries, quoted from the list. Screens in order: NPR2 activator | ASAP1 inh | FXN GAA850 act | ADAM10 inh | proKLK7 act | Tn6 DDE FP | rCAG binder | GC-A act | HGIII-sPLA2 inh | ARFGAP1 inhibitor
# CCOC(=O)c1cc(-c2ccccc2C)n(CC2CC(c3ccc(OC)cc3)=NO2)n1 (configuration not stated) as listed: 2 | -2 | -0.7 | 23* | 0.4 | -5 | -8 | -1 | -17 | 11
# CCc1cccc(NC(=S)Nc2ccc(CN3CCOCC3)cc2)c1 as listed: 6 | 8 | -1.8 | 6 | 0.4 | -3 | -3 | 0 | 1 | 8

# Going on with the list.
Structure	NPR2 activator	ASAP1 inh	FXN GAA850 act	ADAM10 inh	proKLK7 act	Tn6 DDE FP	rCAG binder	GC-A act	HGIII-sPLA2 inh	ARFGAP1 inhibitor
N#Cc1c(-c2ccccc2)c(C#N)c2nc3ccccc3n2c1N	6	-6	0.6	-12	-0.3	0	5	19	-7	4
COc1ccccc1C(=O)NC1CCCCN(Cc2ccc(C)cc2)C1=O (configuration not stated)	2	x	x	3	-0.5	7	1	-2	0	x
CN(C)c1cccc(NC(=O)Cc2ccc(F)cc2)c1	5	-4	-2.0	2	0.3	0	1	2	8	4
COc1ccc(S(=O)(=O)NNc2nc(C)cc(C)n2)cc1[N+](=O)[O-]	4	-4	0.6	-2	-0.1	-5	0	4	9	-6
COc1ccc2c(CC(=O)Nc3cccc(S(=O)(=O)N4CCOCC4)c3)coc2c1	1	9	-1.3	-11	0.8	-4	15	-2	-31	7
CCCCCc1cc(=O)oc2c(C(CCN3CCCCC3)c3cc(OC)c(OC)c(OC)c3)c(OC)cc(OC)c12 (configuration not stated)	-9	5	-2.8	-6	-1.5	0	1	-3	-12	-3
COc1ccc(NS(=O)(=O)c2cc(-c3nnnn3C)ccc2OC)cc1	0	0	-3.0	-12	0.4	3	0	3	3	2
C=CCN=C1NN=C(c2cc(C)n(CCOC)c2C)CS1	5	-3	-6.4	-13	0.4	-3	7	0	-5	-1
COc1ccc(NC(=S)N2CCN(S(=O)(=O)c3ccc(F)cc3)CC2)cc1OC	2	6	2.2	5	-0.4	-3	4	4	15	10
CCOn1c(=O)c(-c2cccc3ccccc23)[n+]([O-])c2ccccc21	2	-16	1.1	-7	-0.5	-12	-3	2	4	9
Cc1ccc(S(=O)(=O)CCC(=O)N2CCc3ccccc32)cc1	2	0	1.0	4	-0.1	3	3	3	8	1
Cn1c(SCc2c(Cl)cccc2Cl)nnc1-c1cccs1	-6	-10	1.2	10	0.7	3	-4	-3	0	6
Cc1ccc2cc(C3CC(c4ccco4)=NN3C(=O)CCCC(=O)O)c(Cl)nc2c1 (configuration not stated)	-2	16	2.4	5	0.5	7	5	0	1	-2
CC(C)C[C@@H](CSc1ccccc1)N1CCN(C)CCC1=O	3	-1	3.2	2	0.0	-1	-7	1	1	8
OC[C@@H]1CN(Cc2ccccc2)C[C@H](n2cnc3c(NCc4ccncc4)ncnc32)O1	-2	13	-1.7	-8	0.1	9	2	-2	0	-6
Cc1oc2ccc(OC(=O)c3cccs3)cc2c1C(=O)OC(C)C	-2	4	1.9	-9	-0.2	-3	2	-4	-2	-3
COC(=O)C1CCN(C(=O)NC2CCCCC2)CC1	-4	2	0.7	-3	-0.1	1	-3	0	-1	17
COc1ccc(CCN2C(=NC(C)=O)SC3CS(=O)(=O)CC32)cc1OC (configuration not stated)	-2	-9	-0.1	-1	-0.1	3	0	3	-4	-4
O=C(CCCOc1ccc(Cl)cc1Cl)n1nnc2ccccc21	-5	4	3.6	-6	-0.4	-6	-3	10	0	1
COc1cc(/C=C/C(=O)c2ccc(F)cc2)cc(OC)c1OC	1	-1	-8.1	-8	-0.6	-2	2	1	-3	-6
COc1ccc(NC(=O)N2CCCC2C(=O)Nc2ccccc2F)cc1 (configuration not stated)	0	4	2.6	4	-0.1	1	-3	1	4	10
CCC(=O)Nc1nc(C)c(C(=O)NC2CCCCC2)s1	2	9	0.7	-3	-0.1	-5	0	2	-4	3
CCCNC(=O)Nc1ccc2c(c1)C(=O)N(C)[C@H]1CC[C@@H](CC(=O)OC)O[C@H]1CO2	2	x	x	-10	0.4	5	14	0	5	x
Cc1cc(C(=O)O)cc(S(=O)(=O)Nc2ccccc2C(=O)NC(C)c2ccccc2)c1C (configuration not stated)	3	-2	-1.3	-5	-0.3	6	29	0	-11	16
CN(C(=S)NC(=O)Cc1ccccc1)c1ccccc1	8	5	3.0	5	-0.1	1	2	5	5	-7

# Going on with the list:
Structure	NPR2 activator	ASAP1 inh	FXN GAA850 act	ADAM10 inh	proKLK7 act	Tn6 DDE FP	rCAG binder	GC-A act	HGIII-sPLA2 inh	ARFGAP1 inhibitor
COc1cccc(-c2csc(N3CCN(C(=O)Nc4ccc(F)cc4)CC3)n2)c1	8	5	-0.4	12	0.2	0	3	3	-16	-16
O=C(c1ccc(=O)oc1)N1CCC(C(O)(c2ccccc2)c2ccccc2)CC1	-12	7	-0.9	-45	0.3	1	7	-28	2	1
CC(=O)c1cccc(NC(=O)COc2cc3oc(=O)c(CC(C)O)c(C)c3cc2Cl)c1 (configuration not stated)	-1	12	-0.2	-87	-0.3	1	7	0	0	21
CCOC(=O)C1(Cc2ccccc2Cl)CCN(S(C)(=O)=O)CC1	-7	-9	-1.2	3	0.5	6	-7	2	-3	11
C#CCOCCOCCOCCNc1nc(N2CCN(C(=O)CCCCCCCCCCNC(=O)Cn3cc(C[C@@H](C)O)nn3)CC2)nc(N2CCN(C(=O)CCCCCCCCCCNC(=O)[C@@H](CCC(=O)O)n3cc(CCCCCN)nn3)CC2)n1	-1	0	1.3	5	-0.4	8	6	-1	-47	7
COc1cc(C(C)=O)ccc1COc1ccc(C(=O)O)cc1OC	0	3	1.4	-1	-0.5	-3	4	-2	-1	-4
COc1ccc(NC(=O)c2ccc(Cl)c(S(=O)(=O)NCC3CCCO3)c2)c(OC)c1 (configuration not stated)	3	9	-1.5	-10	-0.2	6	-4	3	0	0
CCOc1ncccc1C(=O)Nc1cccc(-c2nnc3n2CCCCC3)c1	7	9	1.6	4	0.2	0	-8	1	-1	-1
O=C(COC(=O)CSc1ccccc1)NNC(=O)c1ccc([N+](=O)[O-])cc1	-7	0	1.6	8	0.6	-5	4	-1	-11	14
CCn1nc(C)cc1C(=O)NC1CCCc2c1cnn2-c1cc(F)cc(F)c1 (configuration not stated)	0	0	-1.1	10	0.7	1	-6	-3	-5	13
O=C(OCC(=O)c1ccccc1Cl)C1=NN(c2ccccc2)C(=O)CC1	-3	8	1.0	-12	0.4	-2	5	0	1	3
CCOC(=O)C1=C(CCc2ccccc2)NC(=O)NC1c1ccc(Br)cc1 (configuration not stated)	-10	5	-0.8	18	-0.2	3	-4	-11	3	4
C/C(=N\NC(=O)c1ccccc1F)c1cccc(NC(=O)c2ccccc2)c1	0	6	1.5	5	0.5	1	-1	3	-7	-4
O=C(O)C1CCCCC1C(=O)NC(c1ccccc1)c1ccccc1 (configuration not stated)	-2	8	0.5	1	0.2	10	2	3	10	8
O=C1OCCN1C(=O)[C@H]1[C@H](c2ccc([N+](=O)[O-])cc2)C(c2ccccc2)=NN1c1ccccc1	-6	13	-0.5	24*	-0.3	2	12	-4	-18	4

# Source: PubChem

# Compounds as they come; overall some 4.5% were active at least once.
